KAT2A inh: inhibitors of human GCN5L2 histone acetyltransferase | Potency, µM (titrated, usually from 58.9 µM), for the others: at the highest dose activity change, negative = inhibition, usual class: inhibitors | Q92830 | 390,000 compounds, 0.21% hits | GCN5L2 HAT assay, ThioGlo1 CoA-SH fluorescence | AID 504327
Target sequence (Q92830 whole entry, looked up): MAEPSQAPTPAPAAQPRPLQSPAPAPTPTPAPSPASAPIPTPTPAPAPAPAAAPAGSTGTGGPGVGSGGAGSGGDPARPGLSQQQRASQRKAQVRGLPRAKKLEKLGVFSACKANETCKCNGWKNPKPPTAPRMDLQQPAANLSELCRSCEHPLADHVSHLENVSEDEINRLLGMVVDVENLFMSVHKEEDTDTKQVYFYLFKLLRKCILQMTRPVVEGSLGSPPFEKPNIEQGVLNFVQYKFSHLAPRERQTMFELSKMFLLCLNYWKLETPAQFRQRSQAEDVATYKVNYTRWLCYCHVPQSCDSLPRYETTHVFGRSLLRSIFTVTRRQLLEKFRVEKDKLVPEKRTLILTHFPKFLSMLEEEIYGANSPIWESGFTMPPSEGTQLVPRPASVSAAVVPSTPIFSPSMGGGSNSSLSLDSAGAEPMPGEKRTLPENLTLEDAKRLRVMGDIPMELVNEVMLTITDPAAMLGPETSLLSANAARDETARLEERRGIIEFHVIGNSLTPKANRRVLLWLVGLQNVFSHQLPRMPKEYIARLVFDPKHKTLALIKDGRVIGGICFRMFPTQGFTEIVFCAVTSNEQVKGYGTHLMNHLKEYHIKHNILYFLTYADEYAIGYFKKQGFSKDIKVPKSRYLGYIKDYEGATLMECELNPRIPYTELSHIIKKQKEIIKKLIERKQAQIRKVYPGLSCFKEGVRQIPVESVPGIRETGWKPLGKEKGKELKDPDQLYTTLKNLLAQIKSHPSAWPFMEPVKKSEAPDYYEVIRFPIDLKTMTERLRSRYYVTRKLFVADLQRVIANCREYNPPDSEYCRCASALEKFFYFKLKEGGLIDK
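ThioGlo1-coupled HAT assay: 20nM GCN5L2, 70uM acetyl-CoA, 75uM H3(1-25) peptide, pH 7.5. Fluorescence read at 340/540nm at start and after 20 min at room temperature.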
FEN1 inhibitor: blocks human flap endonuclease 1; 390,000 compounds, 0.35% hits; P39748; AID 588795; Potency, µM (titrated, usually from 114 µM), for the others: at the highest dose activity change, negative = inhibition, most hits filed as inhibitors; Recombinant FEN1 flap cleavage, fluorescence, 15 min; further: nearly all actives have a fitted effect of over 65% in size
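FEN1 at 10 nM, compound pretreatment for 15 min (room temperature), 50 nM final substrate to initiate; endpoint reads at 0 and 15 min; DMSO-only plates used as vehicle background.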
N370S GC: N370S glucocerebrosidase modulation, Gaucher chaperone candidate | 330,000 compounds, 0.092% hits | Potency, µM (top dose mostly 59.4 µM), for the others: at the top dose activity change, negative = inhibition, actives largely listed as inhibitors | N370S GC spleen homogenate, 4MU-glucoside fluorescence | AID 2101 | P04062;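 further: 0% = full enzyme activity and -100% = no enzyme basal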
Starred values were filed as active, the others as inactive; ? = inconclusive; . = not tested or not shown; & = joins results of further samples; [ ] = dose if it differs, or a comment. The call rests on the fitted dose curve; in most records, active means well fitted curve in the direction sought with a large enough effect; inconclusive means small, poorly fitted or top-dose-only effect, or another doubt; inactive means no such curve, though single readings can be large; an effect the other way counts as inactive or inconclusive. Unless noted, on the % scale 0 is the no-effect control and ±100 the full control effect; potency means the concentration at half of the fitted maximal effect.

Start of the data: the first 2 compounds, ahead of the listing:
| KAT2A inh | FEN1 inhibitor | molecule | N370S GC |
| --- | --- | --- | --- |
| -18% | 13% | Cc1[nH]c2ccccc2c1C(=O)C(=O)Nc1ccc2c(c1)OCO2 | -9% |
| -34% | -21% | COc1ccc(N2CCN(C(=O)c3cn(CC4CCCCC4)nn3)CC2)cc1 | -12% |

This part in full, repeating the preview:
| KAT2A inh | FEN1 inhibitor | molecule | N370S GC |
| --- | --- | --- | --- |
| -18% | 13% | Cc1[nH]c2ccccc2c1C(=O)C(=O)Nc1ccc2c(c1)OCO2 | -9% |
| -34% | -21% | COc1ccc(N2CCN(C(=O)c3cn(CC4CCCCC4)nn3)CC2)cc1 | -12% |
| -11% | -10% | Cc1noc(C)c1C(=O)NCC1COc2ccccc2O1 (centres undefined) | . |
| -2% | -12% | CCOC(=O)C1CN(c2cc3c(cc2F)c(=O)c(C(=O)O)cn3CC)OC1C(=O)OCC (centres undefined) | 27% |
| -4% | 7% | O=C(c1cccc(C(F)(F)F)c1)C1CCCN(C(=O)/C=C/c2cnc[nH]2)C1 (centres undefined) | ? |
| -13% | -21% | Cc1cc2oc(C(=O)N(Cc3ccco3)Cc3ccccc3Cl)c(C)c2cc1C | . |
| -22% | -15% | Nc1c(C(=O)NCCN2CCOCC2)c2nc3ccccc3nc2n1-c1cccc(F)c1 | 24% |
| -3% | 14% | Cc1ccn2cc(C(=O)N3CCN(c4cnn(-c5ccccc5)c(=O)c4Cl)CC3)nc2c1 | . |
| -6% | 9% | O=C(CCSCc1cccc(F)c1)NCc1ccc(F)cc1 | -10% |
| -18% | -2% | CC1CCN(CCc2nc3cc(NC(=O)C(C)C)ccc3n2C)CC1 | -3% |
| -7% | 2% | CCn1c(COc2ccccc2)nnc1SCC(=O)Nc1ccc2c(c1)OCCO2 | 7% |
| -5% | -12% | CC(C)(C)c1ccc(/C=N/Nc2nncn2N)cc1 | -11% |

Look-ups from the list.
CC1CCN(CCc2nc3cc(NC(=O)C(C)C)ccc3n2C)CC1 in KAT2A inh shows -18%
Cc1noc(C)c1C(=O)NCC1COc2ccccc2O1 (centres undefined) in FEN1 inhibitor shows -10%
Cc1[nH]c2ccccc2c1C(=O)C(=O)Nc1ccc2c(c1)OCO2 in N370S GC shows -9%
Nc1c(C(=O)NCCN2CCOCC2)c2nc3ccccc3nc2n1-c1cccc(F)c1 in N370S GC shows 24%

(listing goes on)
| KAT2A inh | FEN1 inhibitor | molecule | N370S GC |
| --- | --- | --- | --- |
| 10% | -18% | CCN1CCN(Cc2ccc(NC(=O)c3ccc(C)c(NC(=O)C4=NN(c5ccccc5)C(=O)C4)c3)cc2C(F)(F)F)CC1 | -16% |
| 10% | -11% | CC(C)c1ccc(-c2noc(SCC(=O)N(C)c3ccc(F)cc3)n2)cc1 | . |
| 6% | 1% | Cc1cccc(NC(=O)COC(=O)Cc2c[nH]c3ccccc23)c1C | -2% |
| -1% | -2% | Cc1ccc(-n2ncc3c2CC(C)(C)CC3NC(=O)CCc2ccc(=O)[nH]n2)cc1 (centres undefined) | -4% |
| -3% | 15% | Cc1cccc(NC(=O)CSc2nc3c(oc4ccccc43)c(=O)n2-c2ccc(F)cc2)c1 | . |
| -9% | -5% | O=c1c2ccc([N+](=O)[O-])cc2ncn1Cc1ccccc1C(F)(F)F | -3% |
| -7% | -25% | O=S(=O)(NCc1ccc2c(c1)OCO2)c1ccc2c(c1)oc1ccccc12 | 5% |
| 3% | -7% | CCOc1ccccc1CNC(=O)CSc1n[nH]c(-c2ccccc2Cl)n1 | . |
| 1% | 18% | CC1CCN(C(=O)COC(=O)CNC(=O)C23CC4CC(CC(C4)C2)C3)CC1 | 2% |
| 0% | 16% | CCOC(=O)/C(=N\O)C1=NC(C)(C)Cc2ccccc21 | 11% |
| -4% | -11% | O=C(CNC(=O)c1ccc(F)cc1)N/N=C/c1cc(Br)ccc1OCc1ccccc1 | -15% |
| -6% | 14% | C[C@H](CO)N1C[C@H](C)[C@@H](CN(C)C(=O)Nc2ccccc2)Oc2ccc(NC(=O)CCN3CCOCC3)cc2C1=O | . |
| -1% | 13% | CC(OC(=O)CC1CC2CCC1C2)C(=O)Nc1ccc(N2CCOCC2)cc1 (centres undefined) | -8% |
| -16% | -2% | O=C(NCCCN1CCOCC1)c1cccc(S(=O)(=O)Nc2ccccc2Cl)c1 | 0% |
| -6% | 6% | Cc1ccc(C(=O)N2CCN(c3ccccc3O)CC2)cc1S(=O)(=O)N1CCCCC1 | 6% |
| -28% | -2% | CCOc1cc(C(=O)Nc2nnc(CC)s2)ccc1OCC(=O)N1CCOCC1 | -8% |
| 0% | -5% | O=C(O)CSC(C(=O)Nc1ccc(Br)cc1)c1ccc(Cl)cc1 (centres undefined) | -4% |
| 0% | 5% | O=C(c1ccc(F)cc1)C1CCN(C(=O)c2ccncc2)CC1 | 25% |
| 1% | -7% | CN(C)CCN=Cc1c(O)n(Cc2ccc3c(c2)OCO3)c(=O)c2ccccc12 | -5% |
| -6% | 0% | O=c1cc(CSc2nc3ccccc3[nH]2)c2ccccc2[nH]1 | ? |
| -7% | -3% | COc1cccc(NC(=O)CSc2ccc3nnc(-c4ccccn4)n3n2)c1 | 2% |
| -4% | 18%&16% | CC(C)C[C@@H](CO)N1CCN(Cc2ccc(O)cc2)CCC1=O | -3% |
| -7% | 17% | O=C1c2ccc(Oc3ccc([N+](=O)[O-])cc3)cc2C(=O)N1CCCO | -3% |
| 4%&-3% | 12% | COc1ccc(C(=O)OCC#CCSc2nnc(-c3cccc4ccccc34)o2)cc1 | . |
| -6% | 21% | Cc1ccc(CNC(=O)Cn2ccc3cc(S(=O)(=O)N4CCCCCC4)ccc32)cc1 | 5% |
| -1% | -5% | CNC(=O)c1ccsc1NC(=O)CCS(=O)(=O)c1ccccc1 | -4% |
| -14% | 5% | COc1cccc(NC(=O)C2CCN(S(=O)(=O)c3ccc4c(c3)NC(=O)C(C)S4)CC2)c1 (centres undefined) | -21% |
| -2% | 6% | COc1ccc([N+](=O)[O-])cc1NC(=O)c1ccc(CN(c2ccccc2)S(C)(=O)=O)cc1 | -4% |
| 43%[activator] | 25% | Cc1ccc(NC(=O)c2cccs2)cc1NC(=O)c1ccccc1Cl | 8% |
| 1% | -1% | CC(C)(C)C1CCc2c(sc3nc(-c4cc5cc(Br)ccc5oc4=O)[nH]c(=O)c23)C1 (centres undefined) | . |
| -1% | -5% | COC(=O)c1c(NC(=O)C2=COCCO2)sc(C)c1C | 2% |
| -5% | 11% | COC(=O)c1cccnc1-n1c(=O)c2cccnc2n(Cc2cccc(OC)c2)c1=O | 3% |
| 0% | 11% | NC(=O)c1ccc(NC(=O)CC23CC4CC(CC(Br)(C4)C2)C3)cc1 | -2% |
| -9% | 0% | O=C1c2[nH]nc(-c3ccccc3O)c2C(c2ccccc2F)N1Cc1ccncc1 (centres undefined) | . |
| -9% | 20% | COc1cc(Nc2nc3c(S(=O)(=O)c4ccc(C)c(C)c4)nnn3c3ccsc23)cc(OC)c1 | . |
| 24% | -21% | Cn1c(=O)n(C)c2cc(NC(=O)CSc3nnc(-c4ccccc4O)n3-c3ccccc3)ccc21 | -8% |
| -1% | 1% | CCSc1ncc(Cl)c(C(=O)N2CCN(c3ccc(OC)cc3)CC2)n1 | . |
| -9% | -4% | COc1cccc(CN(C)C(=O)CC23CC4CC(CC(C4)C2)C3)c1OC | -6% |
| 0% | -17% | CCN(C(=O)COC(=O)c1cccnc1)c1cccc2ccccc12 | . |
| -5% | 2% | CC(C)CCOc1cccc(OCC(=O)Nc2ccncc2)c1 | -27% |
| -8% | -6% | COc1ccc(C(=O)Nc2ccc(NC(C)=O)cc2)cc1S(=O)(=O)N1CCCCC1C (centres undefined) | . |
| -1% | 0% | COc1ccccc1CNC(=O)CCC1N=C2c3ccccc3N=C(SCc3ccc(C)cc3)N2C1=O (centres undefined) | . |
| -2%[0.501 µM] | 8% | O=C(NC(CO)c1ccccc1)c1ccco1 (centres undefined) | -2% |
| ? | -11% | CCOc1cc(NC(=S)Nc2ccccc2)c(OCC)cc1NC(=O)c1ccccc1 | -2% |
| -4% | -1% | CC(=O)c1c(C)nc2ccc(Br)cc2c1-c1ccccc1 | 11% |
| 1% | -6% | CC1Cc2ccccc2N1S(=O)(=O)c1cccc(C(=O)N2Cc3ccccc3CC2C(N)=O)c1 (centres undefined) | . |
| 2% | 0% | O=C(Nc1ccccc1C(=O)Nc1ccc(Br)cn1)c1cccc([N+](=O)[O-])c1 | -3% |
| -2% | 14% | Cc1cc(C)n2nc(SCC(=O)N(Cc3ccccc3)C3CCS(=O)(=O)C3)nc2n1 (centres undefined) | 3% |
| -10% | -1% | COc1ccc(CNC(=O)c2cc3c(s2)CN(Cc2ccccc2)C3)cc1 | 7% |
| 0% | -16% | CCOC(=O)/C(O)=C/c1ncc(C(F)(F)F)cc1Cl | 9% |
| -3% | -11% | NS(=O)(=O)c1ccc(CCNC(=O)c2ccc3c(c2)OCO3)cc1 | 0% |
| ? | . | Cc1noc(C)c1-c1nc(Nc2ccc(F)cc2)c2ccccc2n1 | -6% |
| -25% | -36% | COc1cccc(-c2sc3ccc(OC)cc3c2C#CCCO)c1 | . |
| 2% | -19% | CN(C(=O)c1c[nH]c(=O)cc1C(F)(F)F)c1ccc(Cl)c(Cl)c1 | -11% |
| -12%&-8% | 0% | CCCOC(=O)c1c(-c2ccccc2)nc(CC)c(C(=O)SCC)c1CCC | 4%&6% |
| -7% | -1% | CCC(=O)N1CCN(c2ccc(NC(=O)COc3ccc(CC)cc3)cc2)CC1 | 4% |
| -9% | 0% | CCN(CC)S(=O)(=O)c1ccc(C(=O)NCc2nnc(SCC(=O)OC)n2C)cc1 | -5% |
| -13% | 5% | CC1(C)OC(C)(C)/C(=C\c2ccc(OCC(N)=O)cc2)C1=O | . |
| -2% | -1% | CC(=O)Nc1ccc(S(=O)(=O)NCC(=O)OCC(=O)N2CCCCCC2)cc1 | . |
| -3% | -5% | O=C(CN1C(=O)NC2(CCCC2)C1=O)Nc1nc2ccccc2s1 | -23% |

(further entries)
| KAT2A inh | FEN1 inhibitor | molecule | N370S GC |
| --- | --- | --- | --- |
| -14% | -1% | Nc1c(-c2nc(-c3ccccc3Cl)no2)nnn1-c1ccccc1F | . |
| 0% | -7% | O=c1c(C(c2nnnn2C2CCCCC2)N2CCCCC2)coc2ccc(Cl)cc12 (centres undefined) | 12% |
| -2% | -9% | CN(CC(=O)Nc1cccc(F)c1)C(=O)c1sccc1-c1ccccc1 | -6% |
| 7% | 6% | Cc1cc(C(=O)NCCc2ccccc2)c2cc(F)ccc2n1 | 3% |
| -8% | 9% | CCNC(=O)COC(=O)c1sccc1C | -3% |
| -6% | -10% | O=S1(=O)N=C(Oc2cccc3ccccc23)c2ccccc21 | -5% |
| -5% | -5% | COc1ccccc1NC(=O)Cn1c(=O)c(N(C)C)c(N)n(C)c1=O | -1% |
| -4% | 23% | Cc1nn(C)c(Oc2ccccc2)c1CCNC(=O)CCl | 15% |
| -4% | 10% | Cc1cc(F)ccc1Oc1cc(NN2CCCCC2)c([N+](=O)[O-])cc1[N+](=O)[O-] | 5% |
| 9% | 0% | CCN1CCN(c2oc(-c3ccc([N+](=O)[O-])cc3)nc2C#N)CC1 | -15% |
| 2% | -4% | CCCCN(C(=O)C1CSC2(C)CCC(=O)N12)c1c(N)n(Cc2ccccc2)c(=O)[nH]c1=O (centres undefined) | -19% |
| -1% | -1% | CCN1CCN(C(=S)Nc2ccc(Cl)c(Cl)c2)CC1 | -21% |
| 0% | 0% | O=C(Nc1ccccc1C(=O)O)c1cc(S(=O)(=O)N2CCOCC2)c(Br)s1 | -2% |
| -3% | -3% | COc1ccc(NC2CCCN(C(=O)C3(C)CCCCC3)C2)cc1OC (centres undefined) | -6% |
| -11% | 0% | CCCOc1ccc(NC(=O)CC2C(=O)N(c3ccc(C)cc3)C(=O)N2C2CCCC2)cc1 (centres undefined) | . |
| -9% | 4% | O=C(CCCN=C1NS(=O)(=O)c2ccccc21)OCC(=O)c1ccc(Br)cc1 | -3% |
| -3% | -1% | Cc1cc(NC(=O)c2ccc3c(c2)OCO3)no1 | 20% |
| -16% | -13% | O=C(N/N=C/c1ccccc1Cl)c1ccncc1 | 0% |
| -9% | -1% | CCCn1nc(-c2ccccc2)c2nc3ccccc3nc21 | -3% |
| -15% | -15% | O=C(NCc1ccccc1Cl)c1ccc2c(O)c(S(=O)(=O)c3ccccc3)c(=O)[nH]c2c1 | . |
| -1% | -5% | CCCCCN(C(=O)CCC(=O)OC(C)C(=O)NC1CCCCC1)c1c(N)n(CCCC)c(=O)[nH]c1=O (centres undefined) | -5% |
| -6% | -8% | CCCSc1nnc(NC(=O)c2ccco2)s1 | 6% |
| -4% | -4% | O=Cc1cn(CCC(=O)O)nc1-c1cccc2ccccc12 | -3% |
| -3% | 2% | CC(C)(CNS(=O)(=O)c1ccc(Cl)cc1)N1CCCCC1 | 2% |
| -14% | -14% | Cc1cc(-c2nc3ccccc3[nH]2)ccc1N | -1% |

Fetched by structure from above (2):
| KAT2A inh | FEN1 inhibitor | molecule | N370S GC |
| --- | --- | --- | --- |
| 1% | 18% | CC1CCN(C(=O)COC(=O)CNC(=O)C23CC4CC(CC(C4)C2)C3)CC1 | 2% |
| -8% | 9% | CCNC(=O)COC(=O)c1sccc1C | -3% |

Bioassay records from PubChem BioAssay.
